CaV13 ICDI inh: Disruptors of the CACNA1D IQ motif to Ca2+-dependent inactivation inhibitor domain association, primary screening, Förster resonance energy transfer in intact living …; HEK cells, CFP/YFP FRET ICDI-IQ, plate reader, 10 min; percent FRET-ratio fall versus neutral wells; inhibition, % at 12.3 µM; 340,000 tested, 0.098% active; AID 743397;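 active = mean replicate inhibition of at least 30% and at least 1% of replicates passing that level; inconclusive = only one of the two criteria is met; inactive = neither criterion is met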;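 note: 0% = median of the neutral control wells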
KKLEB tox: cytotoxicity in KKLEB CF airway cells, primary screen, cytotoxicity control for CF NF-kB inhibitor project, cell-based, uHTS, fluorescence assay plates; 360,000 tested, 0.36% active; activity change (cytotoxicity), % at 5 µM; KKLEB CF airway cells viability, ATPlite luminescence, overnight; hits give low values; cells stimulated with P. aeruginosa culture filtrate;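 active = corrected activity change at or below -50% at 5 µM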
NR2E3 ag-1: inhibitors of NR2E3-RetCOR corepressor binding, primary screen, NR2E3 agonist project, biochemical, TR-FRET, GST-NR2E3, biotin-RetCOR | inhibition of corepressor binding, % at 4.78 µM | Photoreceptor-specific nuclear receptor (Homo sapiens), Q9Y5X4 | AID 2300, 2010 | 1536-well | 320,000 tested, 0.12% active;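 active = percent inhibition above the cutoff of mean plus 3 SD of all tested compounds, set per screening campaign, cut at about 20% in these data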;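 note: 0% = DMSO wells and 100% = biotin wells as full block of FRET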
Target sequence (Q9Y5X4 whole entry, looked up): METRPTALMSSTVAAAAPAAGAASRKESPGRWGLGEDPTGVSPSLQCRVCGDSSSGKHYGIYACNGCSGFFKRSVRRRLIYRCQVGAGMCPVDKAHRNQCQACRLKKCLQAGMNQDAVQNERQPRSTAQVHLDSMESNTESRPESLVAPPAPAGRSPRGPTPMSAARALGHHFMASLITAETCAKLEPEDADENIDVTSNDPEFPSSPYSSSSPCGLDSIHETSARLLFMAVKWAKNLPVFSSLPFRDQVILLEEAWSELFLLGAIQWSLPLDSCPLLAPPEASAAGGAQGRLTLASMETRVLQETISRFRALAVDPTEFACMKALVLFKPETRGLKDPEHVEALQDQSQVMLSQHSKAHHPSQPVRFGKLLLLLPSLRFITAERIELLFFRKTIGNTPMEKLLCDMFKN
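Assay system: NR2E3–RetCOR corepressor complex. Quantity: 1.35 nM GST-NR2E3. Buffer or medium: pH 7.5 Tris-based buffer. Reagent: biotinylated RetCOR corepressor at 7 nM final. Schedule: 5 h at 4 °C. Detection: TR-FRET, emission read at 617 and 671 nm. Replicates: one well per compound, singlicate testing.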
Vif inh: HIV Vif self-association inhibitors, primary screen, imaging, HEK293T, single point; HEK293T cells, Vif self-association by quenched fluorescence, 24 h; inhibition, % at 7.49 µM; 340,000 tested, 0.35% active; AID 602346, 2012; in the data active = inhibition above about 50%, passing the limit was not always enough; inconclusive = no clear call, values can overlap the other calls; inactive = below about 31%; note: some results filed as inactive read as strong as hits
Peg3 promoter: Peg3 promoter-driven luciferase inhibitors, primary screen, cell-based, HeLa, luciferase luminescence; HeLa PEG-Prom luciferase reporter, overnight; inhibition, % at 20 µM; 360,000 tested, 1.7% active; AID 588405, 2011;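 active = inhibition of at least 50% at 20 µM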
MITF TRPM1 inh: inhibitors of MITF-dependent TRPM1 promoter reporter, primary screen, cell-based, SK-MEL-5, single point, luciferase; SK-MEL-5 TRPM1 promoter luciferase, 24 h; inhibition, % at 12.5 µM; 330,000 tested, 0.83% active;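 active = mean inhibition across replicates of 60% or more, whatever share of single replicates reaches that level; inconclusive = some that reach 60%, reason not given; inactive = mean inhibition across replicates below 60%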; note: values of inactives mirror those of a sister screen read the other way
NR2E3 ag-2: NR2E3 agonists in two-hybrid cells, primary screen, cell-based, luminescence, CHO-S, Gal4-NCOR/VP16-NR2E3; AID 602229, 2012; 360,000 tested, 0.35% active; luciferase; inhibition of corepressor binding, % at 3.98 µM;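 active = inhibition above the mean of all tested compounds plus 3 SD, cut at about 70% in these data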;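 note: 0% = DMSO with NR2E3 transfected cells and 100% = cells lacking NR2E3 construct; higher means lower luciferase signal from less NR2E3 corepressor binding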
PDI inh: inhibitors of human PDI, primary screen, biochemical, turbidity, single point, plate reader | 350,000 tested, 0.052% active | PDI insulin aggregation turbidity, A650, 90 min | Protein disulfide-isomerase (Homo sapiens), P07237 | AID 588391, 2011 | inhibition, % at 10 µM;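 active = mean inhibition across replicates of 30% or more, whatever share of single replicates reach that level; inconclusive = mean inhibition below 30% while every single replicate reaches 30%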;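 note: absorbance from insulin aggregation driven by PDI reduction with DTT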
Target sequence (P07237 whole entry, looked up): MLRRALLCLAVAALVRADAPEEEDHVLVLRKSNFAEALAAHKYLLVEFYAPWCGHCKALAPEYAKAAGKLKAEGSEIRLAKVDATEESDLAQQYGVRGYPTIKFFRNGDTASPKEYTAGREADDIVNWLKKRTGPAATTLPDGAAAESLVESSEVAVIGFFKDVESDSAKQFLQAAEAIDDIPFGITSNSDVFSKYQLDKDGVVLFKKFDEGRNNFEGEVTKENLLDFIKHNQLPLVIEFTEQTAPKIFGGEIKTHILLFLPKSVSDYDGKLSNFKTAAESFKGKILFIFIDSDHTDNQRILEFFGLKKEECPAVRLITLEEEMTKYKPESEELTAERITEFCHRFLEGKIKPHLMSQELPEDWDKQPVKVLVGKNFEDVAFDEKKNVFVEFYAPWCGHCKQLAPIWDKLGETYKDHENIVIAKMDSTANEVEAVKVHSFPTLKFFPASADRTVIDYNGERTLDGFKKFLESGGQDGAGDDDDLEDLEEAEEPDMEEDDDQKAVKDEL
Shn3 3UTR inh: reduction of Shn3 3'UTR firefly luciferase signal, primary screen, Schnurri-3 inhibitor project, cell-based, Clone20 osteoblasts, set 2. Clone20 osteoblast Shn3 3'UTR firefly luciferase, 24 h. inhibition, % at 12.5 µM. 360,000 tested, 0.52% active;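 active = mean inhibition of at least 75% with every replicate also reaching 75%; inconclusive = mean inhibition at least 75% but some replicate below; inactive = mean inhibition below 75%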;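 note: 0% = median of neutral control wells and 100% = pilot-screen positive control compound; some compounds past the cut are filed as inactive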
HIF-2a block: HIF-2a reporter inhibitors, primary screen, luminescence, 786-0 RCC cells | 786-0 RCC cells HIF-2a reporter, luciferase luminescence, overnight | inhibition, % at 18.8 µM | 360,000 tested, 0.72% active;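 active = inhibition of the luminescence signal of 40% or more relative to plate controls, in a single-dose primary screen at 18.75 µM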
CF NFkB block: inhibitors of PAF-induced NF-kB signaling, primary screen, cell-based, GFP fluorescence, uHTS. 360,000 tested, 0.86% active. KKLEB NF-kB-GFP reporter, GFP fluorescence overnight. inhibition, % at 5 µM. AID 588850, 2011;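 active = at least 50% inhibition at 5 µM, scaled per plate between neutral and stimulator controls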;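 note: PAF is a Pseudomonas aeruginosa culture filtrate used as stimulus; plate controls were PAF-stimulated DMSO wells for no effect and unstimulated DMSO wells for full effect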
* = called active by the depositor; & = joins results of further samples.

C/C=C/C(=O)OCC(=O)Nc1ccc(C)c(S(=O)(=O)N(C)C)c1 was read as CaV13 ICDI inh -5, KKLEB tox -7, NR2E3 ag-1 1, Vif inh 2, Peg3 promoter 14, MITF TRPM1 inh -1, NR2E3 ag-2 -4, PDI inh 3, Shn3 3UTR inh -16, HIF-2a block 12 and CF NFkB block -5.
O=C1OCCN1C(=O)[C@H]1[C@H](c2ccc([N+](=O)[O-])cc2)C(c2ccccc2)=NN1c1ccccc1 was read as CaV13 ICDI inh -6, KKLEB tox 0, Vif inh 0, Peg3 promoter 9, MITF TRPM1 inh 8, NR2E3 ag-2 -5, PDI inh -9, Shn3 3UTR inh -9, HIF-2a block 3 and CF NFkB block -18.
`CC(=O)c1cccc(NC(=O)c2csc(-n3nc(C)cc3C(F)(F)F)n2)c1` gave CaV13 ICDI inh -5, KKLEB tox -6, NR2E3 ag-1 -3, Vif inh -2, Peg3 promoter -12, MITF TRPM1 inh -4, NR2E3 ag-2 -3, PDI inh 0, Shn3 3UTR inh 17, HIF-2a block -3 and CF NFkB block 10.
COc1ccc2c(C(=O)c3ccc(C)cc3)n(CCC(N)=O)[n+]([O-])c2c1 was read as CaV13 ICDI inh 3, KKLEB tox 1, NR2E3 ag-1 2, Vif inh 3, Peg3 promoter -8, MITF TRPM1 inh -7, NR2E3 ag-2 -27, PDI inh -8, Shn3 3UTR inh -38, HIF-2a block 3 and CF NFkB block -27.
For N#Cc1cc(-c2ccccc2)nnc1Oc1ccccc1Cl the results were KKLEB tox -2, NR2E3 ag-1 -1, Vif inh inconclusive, Peg3 promoter 16, MITF TRPM1 inh -8, NR2E3 ag-2 -2, PDI inh -2, Shn3 3UTR inh -3, HIF-2a block 6 and CF NFkB block -9.
For COc1cc(C(=O)O)c([N+](=O)[O-])c(OC)c1OC the results were CaV13 ICDI inh -13, KKLEB tox 5, NR2E3 ag-1 -2, Vif inh 8, Peg3 promoter -6, MITF TRPM1 inh 7, NR2E3 ag-2 -17, PDI inh 10, Shn3 3UTR inh 19, HIF-2a block 20 and CF NFkB block -4.
CCOc1ccc(S(=O)(=O)NCc2ccncc2)cc1 was read as CaV13 ICDI inh -9, KKLEB tox -7, NR2E3 ag-1 2, Vif inh -51, Peg3 promoter 4, MITF TRPM1 inh 9, NR2E3 ag-2 92*, PDI inh 1, Shn3 3UTR inh 90*, HIF-2a block 11 and CF NFkB block 1.
`COc1cccc(NC(=O)CN(C)S(=O)(=O)/C=C/c2ccccc2)c1` gave CaV13 ICDI inh -6, KKLEB tox -15, NR2E3 ag-1 0, Vif inh 20, Peg3 promoter 16, MITF TRPM1 inh 2, NR2E3 ag-2 -6, PDI inh 0, Shn3 3UTR inh 3, HIF-2a block 1 and CF NFkB block 7.
`COc1ccc(NC(=S)NCc2cccs2)c(OC)c1` gave CaV13 ICDI inh -7, KKLEB tox 8, NR2E3 ag-1 0, Vif inh 0, Peg3 promoter 8, MITF TRPM1 inh 15, NR2E3 ag-2 -6, PDI inh -6, Shn3 3UTR inh -12, HIF-2a block 2 and CF NFkB block 0.
`CN1CCN(NC(=O)c2ccccc2F)CC1` gave CaV13 ICDI inh -2, KKLEB tox -1, NR2E3 ag-1 -1, Vif inh 13, Peg3 promoter 9, MITF TRPM1 inh -2, NR2E3 ag-2 -4, PDI inh 6, Shn3 3UTR inh 5, HIF-2a block 12 and CF NFkB block 6.

The last 3 compounds of the part before are carried over, then new ones follow.
`COc1cccc(NC(=O)CN(C)S(=O)(=O)/C=C/c2ccccc2)c1` gave CaV13 ICDI inh -6, KKLEB tox -15, NR2E3 ag-1 0, Vif inh 20, Peg3 promoter 16, MITF TRPM1 inh 2, NR2E3 ag-2 -6, PDI inh 0, Shn3 3UTR inh 3, HIF-2a block 1 and CF NFkB block 7.
`COc1ccc(NC(=S)NCc2cccs2)c(OC)c1` gave CaV13 ICDI inh -7, KKLEB tox 8, NR2E3 ag-1 0, Vif inh 0, Peg3 promoter 8, MITF TRPM1 inh 15, NR2E3 ag-2 -6, PDI inh -6, Shn3 3UTR inh -12, HIF-2a block 2 and CF NFkB block 0.
`CN1CCN(NC(=O)c2ccccc2F)CC1` gave CaV13 ICDI inh -2, KKLEB tox -1, NR2E3 ag-1 -1, Vif inh 13, Peg3 promoter 9, MITF TRPM1 inh -2, NR2E3 ag-2 -4, PDI inh 6, Shn3 3UTR inh 5, HIF-2a block 12 and CF NFkB block 6.
`Cc1nnc(SCC(=O)NNC(=O)c2ccc(Cl)cc2)s1` gave CaV13 ICDI inh -4, KKLEB tox 12, NR2E3 ag-1 1, Vif inh 12, Peg3 promoter 13, NR2E3 ag-2 -20, PDI inh 18, Shn3 3UTR inh -2, HIF-2a block 10 and CF NFkB block -12.
Screening COC(=O)c1ccccc1NC(=O)N1CCN(c2ccccc2F)CC1 returned CaV13 ICDI inh 4, KKLEB tox -16, NR2E3 ag-1 -1, Vif inh -1, Peg3 promoter 3, MITF TRPM1 inh -19, NR2E3 ag-2 7, PDI inh 7, Shn3 3UTR inh -7, HIF-2a block 1 and CF NFkB block 28.
For CN(C)c1ccc(/C=N/NC(=O)c2ccccc2O)o1 the results were CaV13 ICDI inh -8, KKLEB tox 3, NR2E3 ag-1 0, Vif inh -1, Peg3 promoter -7, MITF TRPM1 inh 0, NR2E3 ag-2 -1, PDI inh -4, Shn3 3UTR inh -15, HIF-2a block 10 and CF NFkB block -10.
`N#Cc1cnn2c(=O)[nH]cnc12` gave CaV13 ICDI inh -6, KKLEB tox 14, Peg3 promoter 8, NR2E3 ag-2 20, PDI inh 7, Shn3 3UTR inh -4, HIF-2a block 1 and CF NFkB block -49.
`CCc1cn(S(=O)(=O)c2ccccc2OC)nc1N` gave CaV13 ICDI inh -7, KKLEB tox 2, NR2E3 ag-1 -1, Vif inh 6, Peg3 promoter -15, MITF TRPM1 inh -11, NR2E3 ag-2 -16, PDI inh 0, Shn3 3UTR inh -9, HIF-2a block -22 and CF NFkB block -4.
For CCOC(=O)c1ccc(N=c2sc(C(=O)OC)cc(=O)n2CCCN2CCOCC2)cc1 the results were CaV13 ICDI inh -5&-6, KKLEB tox -18&0, NR2E3 ag-1 -1&0, Vif inh -11, Peg3 promoter 3&0, MITF TRPM1 inh -1, NR2E3 ag-2 -13&-9, Shn3 3UTR inh -23&7, HIF-2a block 9&11 and CF NFkB block 13&12.
`Cc1ccc(-n2c(C)cc(C(=O)OCC(=O)N3CCOCC3)c2C)cc1` gave CaV13 ICDI inh -11, KKLEB tox 2, Vif inh 5, Peg3 promoter -10, MITF TRPM1 inh 5, NR2E3 ag-2 -13, PDI inh -4, Shn3 3UTR inh -1, HIF-2a block -10 and CF NFkB block -13.
For CN(C)CCNC(=O)c1ccc2nc([C@@H]3O[C@H](CO)[C@H](O)[C@H](O)[C@H]3O)[nH]c2c1 the results were CaV13 ICDI inh -3, KKLEB tox 0, Vif inh -7, Peg3 promoter -14, NR2E3 ag-2 -43, PDI inh 7, Shn3 3UTR inh -13, HIF-2a block 1 and CF NFkB block -12.
For COc1ccc(C(=O)OCC(=O)NCC2CCCO2)cc1 (stereo unspecified) the results were CaV13 ICDI inh 2, KKLEB tox 2, NR2E3 ag-1 3, Vif inh 0, Peg3 promoter 3, MITF TRPM1 inh 7, NR2E3 ag-2 -2, PDI inh 4, Shn3 3UTR inh 3, HIF-2a block 13 and CF NFkB block 9.
Screening Cc1ccn2c(C(=O)CSc3ccc(Cl)cc3)c(C)nc2c1 returned CaV13 ICDI inh 1, KKLEB tox 4, NR2E3 ag-1 4, Peg3 promoter -58, MITF TRPM1 inh -4, NR2E3 ag-2 4, PDI inh -3, Shn3 3UTR inh -21, HIF-2a block -39 and CF NFkB block 9.
For CCOc1ccc(NC(=O)Cn2c(=O)oc3ccccc32)cc1 the results were CaV13 ICDI inh -6, KKLEB tox 4, NR2E3 ag-1 3, Vif inh -4, Peg3 promoter -13, MITF TRPM1 inh 4, NR2E3 ag-2 2, PDI inh -4, Shn3 3UTR inh -8, HIF-2a block -6 and CF NFkB block -10.
`Cc1ccc(Cn2c(SC3CCOC3=O)nc3ccccc3c2=O)cc1` (stereo unspecified) gave CaV13 ICDI inh -7, KKLEB tox 1, NR2E3 ag-1 -1, Vif inh -8, Peg3 promoter 4, MITF TRPM1 inh 4, NR2E3 ag-2 -3, PDI inh 4, Shn3 3UTR inh 25, HIF-2a block 14 and CF NFkB block 3.
Cc1cccc(C)c1NC(=O)C1CCCN1S(=O)(=O)c1ccc(-c2ccc(=O)[nH]n2)s1 (stereo unspecified) was read as CaV13 ICDI inh -7, KKLEB tox -13, NR2E3 ag-1 1, Vif inh 29, Peg3 promoter 5, MITF TRPM1 inh -6, NR2E3 ag-2 8, PDI inh 2, Shn3 3UTR inh -7, HIF-2a block 6 and CF NFkB block 11.
COc1ccc(C(=O)NCC(c2ccco2)N2CCc3ccccc3C2)c(OC)c1 (stereo unspecified) was read as CaV13 ICDI inh -15, KKLEB tox -1, Vif inh 20, Peg3 promoter 16, NR2E3 ag-2 -25, PDI inh -2, Shn3 3UTR inh -4, HIF-2a block 20 and CF NFkB block 0.
CCn1c(SCC(=O)Nc2nccs2)nnc1C1CC1 was read as KKLEB tox 16, NR2E3 ag-1 2, Vif inh 4, Peg3 promoter 4, MITF TRPM1 inh -6, NR2E3 ag-2 -7, PDI inh 3, Shn3 3UTR inh -2, HIF-2a block -3 and CF NFkB block -9.
O=C(C1=C[C@H](c2csc3ccccc23)C[C@H](OCCCCO)O1)N1CCN(Cc2ccccc2)CC1 was read as CaV13 ICDI inh -7, KKLEB tox -9, NR2E3 ag-1 -1, Vif inh 10, Peg3 promoter 24, MITF TRPM1 inh 1, NR2E3 ag-2 6, PDI inh 3, Shn3 3UTR inh 9, HIF-2a block 11 and CF NFkB block 7.

Screening results: PubChem, several laboratories
